High-throughput results from PubChem.
PfM18AAP inh – PfM18AAP enzyme inhibition; inhibition, % at 7.35 µM; recombinant PfM18AAP, H-Glu-NHMec fluorogenic cleavage; 290,000 compounds, 1.2% hits;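 active = inhibition above the campaign mean inhibition over all tested compounds plus 3 SD, cut at about 28% in these data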;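 also: 0% = plate median of test compound wells and 100% = 2 mM ZnCl2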
SUMO HTRF inh – blocks human SUMOylation mediated by UBC9. P63279. HTRF SUMOylation assay, SAE1/SAE2 + UBC9, in vitro. inhibition, % at 35 µM. 290,000 compounds, 0.36% hits. AID 2006; in the data active = inhibition above about 50%, passing the limit was not always enough; also: strong numbers were not always called active
Target sequence (P63279 whole entry, looked up): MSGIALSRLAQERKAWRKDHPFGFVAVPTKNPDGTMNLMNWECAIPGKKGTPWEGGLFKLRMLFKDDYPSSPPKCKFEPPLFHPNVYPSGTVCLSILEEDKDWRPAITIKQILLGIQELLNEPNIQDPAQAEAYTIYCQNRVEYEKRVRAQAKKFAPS
IDE cell inh – inhibits human insulin-degrading enzyme in HEK cells; P14735; 320,000 compounds, 0.41% hits; inhibition, % at 5.59 µM; FAbetaB cleavage, fluorescence polarization;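 active = percent inhibition above the average of all tested compounds plus 3 SD, set per screening campaign, cut at about 16% in these data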;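 also: IDE supplied by intact live HEK cells; FP after avidin binding of uncleaved biotin substrate so inhibition keeps polarization high; 0% = DMSO wells and 100% = 60 µM reference IDE inhibitor Ii1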
MEKK3 PB1 HTS – modulators (inhibitors or enhancers) of MEK5 binding to human MEKK3 PB1 domain | Q99759 | bead-based flow cytometry, Alexa488-MEK5 binding to MEKK3; actives lie on both sides; 0 = blocked by unlabeled MEK5, 100 = vehicle | binding response (% of control), % at 10 µM | 290,000 compounds, 1.4% hits | AID 1529;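 active = binding response more than 3 SD above or below the average of its plate-row segment, actives on both sides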;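 also: Alexa488 bead fluorescence after subtracting the streptavidin-only scavenger bead signal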
Target sequence (Q99759 whole entry, looked up, the tested form may be a part): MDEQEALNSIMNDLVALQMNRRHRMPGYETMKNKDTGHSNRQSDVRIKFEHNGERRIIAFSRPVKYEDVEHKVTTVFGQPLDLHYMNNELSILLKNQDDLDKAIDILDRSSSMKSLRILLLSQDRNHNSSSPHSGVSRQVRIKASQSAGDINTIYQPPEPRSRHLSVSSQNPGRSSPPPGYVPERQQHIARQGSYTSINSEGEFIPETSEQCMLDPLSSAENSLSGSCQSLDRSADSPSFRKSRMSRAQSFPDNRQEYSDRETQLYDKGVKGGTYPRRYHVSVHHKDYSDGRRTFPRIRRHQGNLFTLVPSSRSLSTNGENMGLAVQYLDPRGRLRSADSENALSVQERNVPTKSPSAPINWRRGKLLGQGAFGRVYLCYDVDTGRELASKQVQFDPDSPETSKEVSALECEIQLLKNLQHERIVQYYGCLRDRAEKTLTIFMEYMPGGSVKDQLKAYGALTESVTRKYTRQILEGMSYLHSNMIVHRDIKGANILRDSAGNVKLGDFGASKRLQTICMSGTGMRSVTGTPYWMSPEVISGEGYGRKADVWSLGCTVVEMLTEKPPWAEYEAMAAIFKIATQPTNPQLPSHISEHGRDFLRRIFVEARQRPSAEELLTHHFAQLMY
NALP1 inh – blocks the NALP1 inflammasome reconstituted in yeast | S. cerevisiae NALP1/ASC/caspase-1 growth, X-gal OD620, 72 h | inhibition, % at 10 µM | 280,000 compounds, 0.61% hits; in the data active = inhibition mostly above about 24%, no sharp cut-off; inactive = mostly below about 32%; also: some compounds called inactive have numbers as strong as hits
p-CIP stab down – compounds decreasing mouse p/CIP protein stability. decrease of EGFP signal, % at 10 µM. F442A p/CIP-EGFP cells, EGFP fluorescence, 16 h. 290,000 compounds, 0.01% hits. Q05BA5;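 active = EGFP signal decrease of at least 30% at 10 µM or well 3 SD below plate mean, unless failing retest; inactive = the rest, including hits failing retest or dose response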; also: some compounds called inactive have numbers as strong as hits; many of its hits are not listed in these tables
MEKK2 mut-MEK5 – signal of MEK5 binding to mutant human MEKK2 PB1 domain; 290,000 compounds, 0.35% hits; percent response, % at 10 µM; bead flow cytometry, Alexa488-MEK5 binding to MEKK2 mutant; AID 1530; in the data active = percent response above about 24%, passing the limit was not always enough; also: inactives centre near 1; some results filed as inactive read as strong as hits; reference of the scale not given here
IDE act – activators of human insulin-degrading enzyme in cells | HEK cells, FAbeta-B cleavage, fluorescence polarization; 0% vehicle, 100% cell-free pure enzyme wells | 340,000 compounds, 0.073% hits | activation, % at 5.96 µM | P14735;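 active = activation above the mean of all tested compounds plus 3 SD, set per screening campaign, cut at about 17% in these data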
MEKK2wt PB1 HTS – raises or lowers MEK5 binding to wildtype human MEKK2 PB1 domain; Q9Y2U5; bead flow cytometry, Alexa488-MEK5 binding to MEKK2 WT; actives lie on both sides; binding response (% of control), % at 10 µM; 290,000 compounds, 1.1% hits; in the data active = binding response below about 67% or above about 130%
* hit, by the source's call; . = no result given. This is a subset; the hit share may differ from the screen's.

SMILES	PfM18AAP inh	SUMO HTRF inh	IDE cell inh	MEKK3 PB1 HTS	NALP1 inh	p-CIP stab down	MEKK2 mut-MEK5	IDE act	MEKK2wt PB1 HTS
CCOC(=O)N1CCN(c2c(N3CCN(c4ccccn4)CC3)c(=O)c2=O)CC1	-9.4	10.3	0.1	99.0	.	-8.8	-3.0	4.2	105.0
COC(=O)c1cc(=O)n(Cc2ccc(F)cc2)c(=Nc2ccccc2)s1	-10.2	-18.4	3.1	58.0	.	3.7	-10.0	9.4	61.0
COc1ccc(C(C)=O)cc1COc1ccc(-n2cnnn2)cc1	-1.3	27.7	-1.0	103.0	7.8	-8.7	3.0	-0.4	105.0
Cc1ccc(S(=O)(=O)N2CCCCC2)cc1NC(=O)Cn1c(=O)cnc2ccccc21	-5.1	12.8	3.3	98.0	0.1	-2.2	1.0	5.4	94.0
CC1(C)CC(=O)c2sc(N)nc2C1	6.3	-3.0	-1.8	102.0	32.0	8.4	2.0	-5.1	100.0
CSCCC(=O)N1CCC(n2nccc2NC(=O)c2ccc3c(c2)OCO3)CC1	2.9	6.9	-0.7	99.0	3.4	-9.9	4.0	-4.0	103.0
COC(=O)c1c(NC(C)=O)sc(C)c1C	-1.8	3.0	0.0	105.0	12.3	4.0	2.0	-0.6	107.0
O=C(NNS(=O)(=O)c1ccc(F)cc1F)c1csc(-c2cccnc2)n1	4.4	1.4	1.2	100.0	8.1	10.4	-5.0	-0.5	96.0
Cc1cc(C(=O)COC(=O)CCCN2C(=O)c3ccccc3C2=O)c(C)n1C	5.0	21.5	1.5	86.0	-29.5	-7.9	-7.0	6.0	87.0
CS(=O)(=O)N(Cc1ccccc1F)c1ccccc1	0.5	-19.8	5.5	101.0	-7.3	-4.4	3.0	1.4	103.0
CC(C)c1nc2sc3c(=O)[nH]c(=S)[nH]c3c2c2c1CCC2	-3.2	-0.4	.	84.0	46.3	1.7	0.0	.	96.0
CCC(C)NC(=O)CSc1nc2ccccc2c(=O)n1-c1c(C)n(C)n(-c2ccccc2)c1=O (stereo not given)	-7.8	9.0	-1.9	101.0	21.1	15.4	5.0	3.8	103.0
CCOC(=O)NC(=S)c1ccc[nH]1	11.5	11.2	-1.2	93.0	12.8	4.2	0.0	5.0	97.0
O=C(c1ccc(Br)o1)N1CCN(c2ccc3nnc(-c4ccccc4)n3n2)CC1	-9.2	12.4	0.5	98.0	30.0	-20.8	-6.0	1.6	103.0
O=c1oc2cc(O)ccc2c2oc3cc(O)ccc3c12	-4.3	35.5	2.7	111.0	31.3	-26.3	7.0	5.4	100.0
O=C(CC(=O)c1ccccc1)Nc1ccccn1	-15.7	9.4	.	107.0	26.1	-0.2	7.0	5.5	106.0
COc1cc(SC)ccc1C(=O)Nc1ccccn1	-3.5	-9.5	-4.2	101.0	.	-4.5	4.0	4.5	99.0
C=CCNc1nc(-c2ccc3c(c2)OCCO3)cs1	6.9	-9.0	1.3	100.0	6.8	1.9	7.0	5.7	108.0
Cc1ccc(N(C(=O)c2csnn2)C(C(=O)NC(C)(C)C)c2cccnc2)cc1 (stereo not given)	-0.7	-18.7	-3.8	101.0	1.7	-9.0	-9.0	5.1	92.0
CN(C)CCCSc1nc(-c2ccccc2)nc2c1CCC2	-8.2	-6.2	3.5	122.0	26.5	3.6	2.0	-0.4	115.0
O=C(Oc1ccc(-c2cnc3ccccc3n2)cc1)c1ccc(Cl)c([N+](=O)[O-])c1	-8.6	4.6	1.1	95.0	19.8	-18.7	-4.0	4.1	98.0
O=C(C#Cc1ccccc1)Nc1ccc(F)cc1	9.7	-0.6	3.8	99.0	4.8	-10.3	1.0	2.0	102.0
O=C(Nc1ccccc1F)c1ccc(-n2cncn2)nc1	-7.5	29.3	3.3	.	5.0	-4.9	.	3.4	.
CCCCNC(=S)NNC(=O)c1ccc(Br)o1	9.8	-8.3	0.5	95.0	21.2	-14.5	-2.0	4.5	99.0
CC(C)OCCCNC(=O)CNC(=O)c1cccs1	13.2	28.6	0.9	96.0	1.2	-9.7	3.0	5.6	93.0
c1cc2c(cc1C1=NNC(=NC3CC3)SC1)OCCO2	30.8*	18.1	12.6	98.0	8.8	3.9	0.0	-3.1	99.0
Cc1ccccc1OC(C)C(=O)Nc1ccc(S(=O)(=O)N2CCCC2)cc1 (stereo not given)	-0.4	-2.4	3.7	91.0	-1.1	-1.7	3.0	0.1	95.0
c1ccc(-c2cc(-c3nn4c(-c5ccco5)nnc4s3)c3ccccc3n2)cc1	0.3	20.2	-4.4	92.0	5.1	16.0	-2.0	5.7	92.0
CCN(CC)CCCNc1oc(-c2ccc(OC)c(OC)c2)nc1C#N	-7.6	4.7	-0.1	100.0	10.4	-3.2	2.0	1.9	106.0
CCOc1ccc(S(=O)(=O)NC2CCCC2)cc1	0.2	-6.5	2.9	104.0	5.6	-10.4	12.0	-1.2	106.0

Full records from above. Order of values: PfM18AAP inh, SUMO HTRF inh, IDE cell inh, MEKK3 PB1 HTS, NALP1 inh, p-CIP stab down, MEKK2 mut-MEK5, IDE act, MEKK2wt PB1 HTS
`Cc1ccccc1OC(C)C(=O)Nc1ccc(S(=O)(=O)N2CCCC2)cc1` (stereo not given) reads -0.4, -2.4, 3.7, 91.0, -1.1, -1.7, 3.0, 0.1, 95.0
`O=C(Nc1ccccc1F)c1ccc(-n2cncn2)nc1` reads -7.5, 29.3, 3.3, ., 5.0, -4.9, ., 3.4, .
`CCOc1ccc(S(=O)(=O)NC2CCCC2)cc1` reads 0.2, -6.5, 2.9, 104.0, 5.6, -10.4, 12.0, -1.2, 106.0
`CC(C)OCCCNC(=O)CNC(=O)c1cccs1` reads 13.2, 28.6, 0.9, 96.0, 1.2, -9.7, 3.0, 5.6, 93.0
`O=C(C#Cc1ccccc1)Nc1ccc(F)cc1` reads 9.7, -0.6, 3.8, 99.0, 4.8, -10.3, 1.0, 2.0, 102.0

Further records follow.
SMILES	PfM18AAP inh	SUMO HTRF inh	IDE cell inh	MEKK3 PB1 HTS	NALP1 inh	p-CIP stab down	MEKK2 mut-MEK5	IDE act	MEKK2wt PB1 HTS
Cc1ccc(O)c(CC(C)C)n1	9.3	8.1	3.3	100.0	13.1	-3.5	3.0	5.4	104.0
O=C(Nc1cccc(S(=O)(=O)NC2=NCCC2)c1)C1CC(=O)N(c2ccc3c(c2)OCCO3)C1 (stereo not given)	3.9	5.9	-4.6	106.0	-4.4	4.3	-5.0	5.2	99.0
O=C(NCCCN1CCOCC1)c1cccs1	-1.4	16.7	7.4	101.0	24.8	0.9	3.0	4.4	100.0
COc1ccc(C2c3ccc4ccccc4c3Oc3ncn(CCN(C)C)c(=N)c32)cc1 (stereo not given)	2.1	-0.2	-1.0	106.0	15.2	-3.9	29.0*	-0.8	157.0*
CC(=O)c1ccc(N=C2SCCCN2C(=O)C2CCCCC2)cc1	-9.3	3.0	8.6	102.0	3.0	-2.6	-7.0	6.1	108.0
Cc1cccc(CS(=O)(=O)c2ncc(Cl)c(C(=O)NCc3ccccc3)n2)c1	-41.9	23.4	-3.9	100.0	15.4	-12.9	0.0	-3.0	96.0
CCCCCOP(=O)(c1ccccc1)c1ccccc1	-0.1	-27.5	-0.1	104.0	-1.2	8.5	13.0	-1.9	108.0
CCSC(=S)Nc1c(C)n(C)n(-c2ccccc2)c1=O	-6.4	1.6	2.0	100.0	4.9	5.4	1.0	0.9	103.0
CCN(CC)c1ccc(/C=N/NC(=O)CCC(=O)NCc2ccccc2)c(O)c1	12.0	-7.3	-2.1	96.0	33.6	-2.1	0.0	-0.3	103.0
S=C(NCc1ccccn1)Nc1ccc(Cl)c(Cl)c1	5.3	-5.4	-0.1	.	23.1	-1.4	.	-1.8	.
CCOC(=O)C(=O)N(CC)C1CCS(=O)(=O)C1 (stereo not given)	-5.4	-7.2	2.0	98.0	9.0	14.0	-1.0	4.3	96.0
CC(C)CC1c2[nH]c3ccccc3c2CCN1CCCn1cccn1 (stereo not given)	3.1	13.5	3.4	106.0	3.7	0.5	12.0	.	111.0
CC(=O)c1ccc(O)c(CC=C(C)C)c1O	.	.	-1.4	103.0	.	.	2.0	3.0	98.0
CCOC(=O)c1sc(NC(=O)/C=C/c2c(F)cccc2Cl)nc1C	-11.3	12.2	-0.6	84.0	22.5	-6.3	-3.0	-2.6	89.0
COc1cc2c(c(OC)c1OC)-c1ccc(N(C)CC(OC)OC)c(=O)cc1[C@@H](NC(C)=O)CC2	45.1*	15.4	7.8	96.0	-5.4	-16.7	-1.0	0.2	98.0
CCCc1c(C)c(C#N)c2nc3ccccc3n2c1NCCCN1CCOCC1	-3.1	16.1	-1.7	102.0	-9.7	-12.4	1.0	-1.2	101.0
S=C(NCc1ccco1)Nc1ccc(Cl)cn1	0.2	17.8	-1.6	100.0	5.1	-4.3	-2.0	-1.2	99.0
COC(=O)CC1C(=O)NCCN1C(=S)Nc1ccccc1 (stereo not given)	-5.9	9.1	-9.0	100.0	21.4	-17.6	-2.0	-2.4	97.0
CN1C(=O)CC(N2CCN(CCN=CC3=C(O)CC(C)(C)CC3=O)CC2)C1=O (stereo not given)	-4.1	6.1	-4.7	98.0	18.0	0.5	1.0	3.9	92.0
Cc1ccc(-n2cc(-c3ccccc3)c3c(N4CCOCC4)ncnc32)cc1	-6.8	-13.4	.	96.0	-1.6	9.0	-6.0	8.5	91.0
CCN(CC)c1ccc(/C=N/NC(=O)CC(C)C)cc1	14.7	9.3	-0.6	78.0	7.2	-4.3	-7.0	0.2	89.0
CCN(CC)S(=O)(=O)c1ccc(NS(=O)(=O)CC23CCC(CC2=O)C3(C)C)cc1 (stereo not given)	2.8	0.5	-2.6	94.0	18.1	3.9	-1.0	7.1	96.0
COC(=O)C1=C(CN2CCCc3ccccc32)NC(=O)NC1c1ccc(F)cc1 (stereo not given)	1.5	9.0	2.7	95.0	1.9	-3.0	-1.0	9.4	90.0
O=C(c1c(F)cccc1F)N1CCN(c2ncc(Br)cn2)CC1	-6.6	1.1	0.4	101.0	24.9	7.0	0.0	3.6	99.0
CC1(C)CC(=O)c2cnc3c(C#N)cnn3c2C1	0.3	16.2	4.1	102.0	9.8	7.6	0.0	-9.2	102.0
O=C(CN1CCCC1=O)NC1(C(F)(F)F)NC(=O)N(Cc2ccccc2)C1=O (stereo not given)	-1.4	1.4	-0.6	92.0	.	4.2	-2.0	2.4	94.0
O=C(Cn1[nH]c(=O)c2ccccc2c1=O)Nc1cccc(S(=O)(=O)N2CCCCCC2)c1	2.3	-2.6	2.5	98.0	-0.9	-0.2	-11.0	6.1	83.0
COc1nc(OC)nc(N2CCC(C(=O)NCc3ccc(F)cc3)CC2)n1	-11.7	10.6	6.9	109.0	4.6	-3.5	10.0	2.2	109.0
CC(=O)Nc1nc(-c2ccc3c(c2)CC(C)N3C(=O)C2CC2)c(C)s1 (stereo not given)	2.1	3.7	3.6	99.0	-1.5	-9.0	-6.0	-0.5	95.0
COc1ccc(/C=C2\C(=O)N(Cc3ccc(F)cc3)CC(=O)N2Cc2ccccc2)cc1	-2.6	-12.9	-1.4	107.0	38.7	-7.2	9.0	-2.6	103.0
CCOc1ccc(N2CC(C(=O)Nc3ncccc3C)CC2=O)cc1 (stereo not given)	1.9	27.9	5.1	106.0	16.3	12.3	5.0	0.7	110.0
CCc1nnc(NC(=O)c2ccc(COc3cccc(C)c3)o2)s1	-1.6	1.5	5.0	97.0	15.2	1.2	-6.0	2.0	99.0
O=C1/C(=C\c2ccccc2Cl)SC(=S)N1CCC(=O)N1CCCc2ccccc21	-9.1	16.7	1.2	102.0	19.9	0.8	-1.0	-4.4	102.0
COC(=O)C1=C(C)N(C)C(=O)/C1=C\c1ccco1	10.4	21.4	-1.1	104.0	12.7	3.5	6.0	2.1	107.0
